Bioassay records deposited in PubChem by several laboratories.
CSN deneddyl inh – blocks human CSN-mediated cullin deneddylation. Purified CSN, SCF-Nedd8-OG deneddylation, fluorescence polarization. inhibition, % at 12.5 µM. 360,000 tested, 0.38% active. AID 651999. Q92905;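 active = pattern-corrected inhibition above about 35%, with an unprinted fluorescence ratio check between 0.5 and 1.5, limit read from the data, passing the limit was not always enough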;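 also: 0% = enzyme with substrate and 100% = substrate without enzyme; some results filed as inactive read as strong as hits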
Target sequence (Q92905 whole entry, looked up, one chain of several): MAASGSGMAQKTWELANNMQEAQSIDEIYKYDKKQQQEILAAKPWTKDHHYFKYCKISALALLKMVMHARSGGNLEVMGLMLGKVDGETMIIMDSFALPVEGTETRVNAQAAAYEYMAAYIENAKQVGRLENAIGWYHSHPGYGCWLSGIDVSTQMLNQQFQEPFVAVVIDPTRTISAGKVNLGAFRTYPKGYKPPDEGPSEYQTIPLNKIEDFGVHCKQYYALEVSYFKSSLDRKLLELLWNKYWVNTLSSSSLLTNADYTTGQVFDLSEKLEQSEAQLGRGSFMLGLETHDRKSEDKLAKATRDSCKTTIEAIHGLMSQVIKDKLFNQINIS
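Assay system: purified human Csn5 enzyme expressed in HEK293T cells; Input: 0.24 nM Csn5 enzyme, final concentration; Reagent: 10 nM SCFSkp2-Nedd8OG; Compound dosing: 12.5 µM single point; Times: reaction 90 min, room temperature; Technique: fluorescence polarization readout.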
TbMetRS inhib – Trypanosoma brucei MetRS inhibition; purified T. brucei MetRS, ATP depletion, Kinase-Glo luminescence; AID 624268; inhibition, % at 11.9 µM; 360,000 tested, 0.4% active;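 active = inhibition above a per-plate cutoff of the control wells' mean inhibition plus 3 SD, cut at about 5.5% in these data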;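 also: 0% = DMSO wells median and 100% = median of wells with control inhibitor compound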
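Material: T. brucei methionyl-tRNA synthetase, purified; reagent: substrates ATP, L-methionine and bulk Escherichia coli tRNA; dosing: 11.9 µM single point; timing: 15 min plus 2 h at 25 °C; detection: luminescence of leftover ATP; evaluation: % inhibition; control set: DMSO-only wells as low control; replicates: singlicate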
SUMO1 PPI mod – modulators of human SUMO1-mediated protein-protein interactions. SUMO1 binding to a labelled peptide, TR-FRET, 1 h. inhibition, % at 20 µM. 360,000 tested, 0.33% active; in the data active = inhibition above about 37%
Target sequence (P63165 whole entry, looked up): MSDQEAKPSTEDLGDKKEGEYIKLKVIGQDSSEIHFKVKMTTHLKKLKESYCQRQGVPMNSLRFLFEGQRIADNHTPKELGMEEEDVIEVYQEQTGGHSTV
STEP inh – STEP (human) phosphatase inhibition; recombinant STEP, OMFP fluorogenic substrate, fluorescence; inhibition, % at 20 µM; P54829; 360,000 tested, 0.25% active;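 active = inhibition at 20 µM, scaled per plate between control wells, above about 37%, limit read from the data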;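 also: 0% = DMSO with enzyme and substrate and 100% = substrate only without enzyme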
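Measure: Control-normalized % inhibition with plate pattern correction | Test system: STEP phosphatase, cell-free reaction | Medium: pH 6.0 Bis-Tris with DTT and Tween 20 | Technique: Fluorescence, 480/540 nm | Times: Reaction 20 min, ambient temperature | Doses: Single compound dose of 20 µM, 1% DMSO final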
MsrA inhibitor – bovine MsrA inhibition; purified bovine MsrA, absorbance read-out; inhibition, % at 15.5 µM; 360,000 tested, 0.75% active; AID 651718; in the data active = inhibition above about 4.5%;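 also: 0% = vehicle wells with enzyme and 100% = reference inhibitor wells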
NadD block – NadD (S. aureus) enzyme inhibition. inhibition, % at 20 µM. 360,000 tested, 0.78% active. purified NadD enzyme, colorimetric absorbance read-out; in the data active = inhibition above about 26%; also: some compounds past the cut are filed as inactive
Scp-1 inhibitor – Scp-1 (human) phosphatase inhibition; Recombinant Scp1, phosphopeptide, malachite green phosphate absorbance; inhibition, % at 20 µM; 340,000 tested, 0.88% active;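 active = inhibition above about 50% at 20 µM, limit read from the data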;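 also: plate controls were DMSO wells with enzyme for no effect and wells lacking enzyme for full effect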
Target sequence (Q9GZU7 76-261 limits assumed): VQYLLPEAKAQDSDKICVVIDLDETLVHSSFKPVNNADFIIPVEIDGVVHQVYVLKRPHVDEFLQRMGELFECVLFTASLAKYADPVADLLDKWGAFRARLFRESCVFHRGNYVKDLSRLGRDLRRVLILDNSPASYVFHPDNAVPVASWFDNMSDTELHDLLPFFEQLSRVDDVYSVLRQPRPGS
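Incubation: 45 min enzyme reaction at room temperature / System: truncated SCP-1 phosphatase (76-261aa) / Reagent: Phospho 17-mer peptide substrate / Buffer or medium: Acidic Tris acetate buffer with magnesium and detergent / Signal: absorbance at 630 nm / Doses: one concentration, 20 µM, with 1.0% DMSO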
DNMT1 block – inhibitors of human DNMT1. P26358. DNMT1 molecular beacon, Hinp1I cleavage, fluorescence. inhibition (reported as % activation of signal), % at 10 µM. 360,000 tested, 0.83% active. AID 588458; in the data active = inhibition above about 50%
Rpn11 inh – inhibitors of human proteasome Rpn11; human 26S proteasome, Ub4-pepOG fluorescence polarization; 20S core pre-blocked with epoxomicin; calls only at 20 µM; O00487; 360,000 tested, 0.59% active; AID 588493;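 active = inhibition at 20 µM, scaled to each plate's controls, above about 33%, limit read from the data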
LMPTP block – blocks human LMPTP phosphatase | P24666 | recombinant LMPTP-A, OMFP fluorogenic substrate, fluorescence intensity | inhibition, % at 20 µM | 360,000 tested, 0.22% active | AID 651560;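 active = compounds that cut the enzyme signal by at least half of the control window in the single-dose screen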;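 also: plate controls were DMSO wells with enzyme plus substrate for no effect and substrate without enzyme for full effect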
Target sequence (P24666 whole entry, looked up): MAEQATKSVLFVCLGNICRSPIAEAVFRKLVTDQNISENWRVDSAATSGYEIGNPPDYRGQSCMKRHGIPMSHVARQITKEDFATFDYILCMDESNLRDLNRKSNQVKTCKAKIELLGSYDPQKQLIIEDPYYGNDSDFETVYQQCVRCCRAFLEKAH
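Material: LMPTP-A; amount: 0.625 nM enzyme; doses: single 20 µM dose; times: reaction 50 min, room temperature, dark; technique: fluorescence intensity of OMFP turnover product; benchmarks: no-enzyme and uninhibited controls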
The depositor's hits bear a star; i = inactive; nt = no result given; & = joins results of further samples.

A first look:
Values in the order – CSN deneddyl inh, TbMetRS inhib, SUMO1 PPI mod, STEP inh, MsrA inhibitor, NadD block, Scp-1 inhibitor, DNMT1 block, Rpn11 inh, LMPTP block
1) O=C(NCCc1ccccc1)c1c[nH]c2ccc(F)cc2c1=O
  -3, 3.0, -3, -1, 0.9, 0, -6, 0, i, 0.0
2) CN1CCN(CCCNC(=O)c2ccc3c(c2)N(Cc2ccccc2)CCS3)CC1
  -3, -0.8, 6, 2, -0.8, -5, -13, -3, i, -4.4
3) CCc1ccccc1NC(=O)CCCN1C(=O)C2CC=CCC2C1=O (configuration not stated)
  0, 0.0, 2, 0, -0.3, -2, -10, 1, i, -0.4
4) O=C(Cn1c(C(=O)NCCCN2CCOCC2)cc2sccc21)c1ccccc1
  2, 1.0, -2, 1, -0.2, -7, -6, 0, i, -0.6

The whole of this part (from the top)
Values in the order – CSN deneddyl inh, TbMetRS inhib, SUMO1 PPI mod, STEP inh, MsrA inhibitor, NadD block, Scp-1 inhibitor, DNMT1 block, Rpn11 inh, LMPTP block
1) O=C(NCCc1ccccc1)c1c[nH]c2ccc(F)cc2c1=O
  -3, 3.0, -3, -1, 0.9, 0, -6, 0, i, 0.0
2) CN1CCN(CCCNC(=O)c2ccc3c(c2)N(Cc2ccccc2)CCS3)CC1
  -3, -0.8, 6, 2, -0.8, -5, -13, -3, i, -4.4
3) CCc1ccccc1NC(=O)CCCN1C(=O)C2CC=CCC2C1=O (configuration not stated)
  0, 0.0, 2, 0, -0.3, -2, -10, 1, i, -0.4
4) O=C(Cn1c(C(=O)NCCCN2CCOCC2)cc2sccc21)c1ccccc1
  2, 1.0, -2, 1, -0.2, -7, -6, 0, i, -0.6
5) O=C(NCCCc1ccccc1)c1cccc(NC(=O)C2CCC2)c1
  -1, -0.2, 2, -3, -1.0, 0, 0, -1, i, -1.8
6) Cn1c(=O)n(C)c2cc(NS(=O)(=O)c3ccc(Cl)s3)ccc21
  -10, -0.7, 0, -1, 0.7, -2, 7, 1, i, 2.6
7) Cn1ccnc1C(OC(=O)c1ccccc1)C(F)(F)F (configuration not stated)
  -8, -0.6, 5, 4, -0.2, -5, -7, -1, i, -0.9
8) CCCn1c(=C(C#N)C#N)s/c(=C2\C=Cc3ccccc3N2CC)c1=O
  -8, -1.2, 24, 0, 0.8, -3, -1, 7, i, 1.0
9) CCOc1cc(C(=S)N2CCCC2)ccc1OCC(=O)Nc1c(C)cc(C)cc1C
  2, -0.1, -3, 2, 0.0, -3, -6, -1, i, 0.5
10) Fc1ccc(NC(=S)N2CCc3[nH]c4ccccc4c3C2)cc1
  2, 9.2*, -1, 2, 0.1, -2, -11, -7, i, 1.3
11) CCOC(=O)C1(Cc2cccc(Cl)c2)CCCN(C(=O)c2ccnn2C)C1 (configuration not stated)
  -2, -0.3, 1, 2, -0.3, 1, -8, -1, i, -0.6
12) CCc1ccc(NC(=O)C2CCCN(S(=O)(=O)c3ccc4[nH]c(=O)ccc4c3)C2)cc1 (configuration not stated)
  2, 0.2, -8, -1, 1.3, 7, 0, 14, i, -4.0
13) CCCCN(CCCC)C(=O)C1(P(=O)(c2ccccc2)c2ccccc2)CCC1
  -1, -0.4, 4, -2, 1.8, -3, -10, 2, i, -1.1
14) O=C1Nc2ccccc2C(O)(C(=O)NCc2ccc3c(c2)OCO3)N1c1ccccc1 (configuration not stated)
  -1, -0.6, -8, 0, 1.6, -5, 0, -1, i, -0.2
15) CC1(C)CC(=O)C(C=NCCCN2CCOCC2)=C(O)C1
  7, -0.4, -2, 0, 0.5, 9, 0, 0, i, -5.4
16) CN1CCN(S(=O)(=O)c2ccc(Oc3ccc(F)c(Cl)c3)nc2)CC1
  -15, 0.1, 3, 2, 0.1, -11, -4, -3, i, -0.7
17) CCN1CCN(C(c2cc3cc4c(cc3[nH]c2=O)OCO4)c2nnnn2C(C)(C)CC)CC1 (configuration not stated)
  -6, 0.5, -3, -1, 2.9, 4, -1, -4, i, -1.1
18) COc1cccc(/C=c2/s/c(=C(\C#N)C(=O)N3CCOCC3)n(-c3ccccc3)c2=O)c1
  0, -0.2, -1, -4, -1.0, -3, -9, -14, i, -1.4
19) COc1cc(C(=O)NCC(=O)N/N=C(C)\C=C\c2ccccc2)cc(OC)c1OC
  -6, 0.2, -12, 0, -0.6, 6, -10, 2, i, -0.2
20) O=C(/C=C/c1ccccc1)N1CCN(CC(O)COc2ccccc2)CC1 (configuration not stated)
  -2, -1.3, -3, -4, 0.2, -6, -1, 2, i, -2.9
21) O=C(Nc1ccccc1)OCCNC(=O)c1ccccc1
  2, 0.3, 0, 2, 1.5, -5, -7, 1, i, -1.6
22) Cc1ccc2nc(C(C)O)[nH]c2c1 (configuration not stated)
  3, -0.4, 2, 4, -0.5, 5, 23, -4, i, -0.7
23) COc1cc(C(=O)NC2=NCCS2)cc(OC)c1OC
  0, 0.0, -4, -3, -0.6, -3, 5, 0, i, -0.1
24) Cn1c(NC(=O)c2cccs2)cc(=O)n(C)c1=O
  -2, 0.2, -2, 0, 2.5, -2, -13, 2, i, -1.4
25) O=C(C[n+]1cc(-c2ccc(F)cc2)n2c1CCC2)c1cccs1
  102, -0.2, -1, -2, -0.2, -9, -14, 4, i, 3.5
26) CCCC(C)C(=O)OCC(=O)NCc1ccc(OC)c(OC)c1 (configuration not stated)
  1, -0.3, -5, -1, -0.6, -5, -5, 2, i, -0.2
27) COc1ccccc1CNc1nc(C)c(C(=O)N(C)C)s1
  -1, 0.1, 8, 6, -1.3, 0, -1, -1, i, 0.1
28) C[C@@H]1CN([C@@H](C)CO)S(=O)(=O)c2ccc(-c3cccc(C#N)c3)cc2O[C@@H]1CN(C)C(=O)c1ccc(F)cc1
  -1, -0.7, 7, 2, -1.0, -3, nt, 0, i, -1.2
29) Cc1cnc(NC(=O)COc2ccccc2)s1
  -1, -2.4, 0, 0, 0.7, 1, 6, 0, i, -0.7
30) CCOC(=O)/C(C#N)=C\C1=C(N2CCCC2)CC(C)(CC)OC1 (configuration not stated)
  -3, 0.6, -2, -2, 0.0, 5, 0, 2, i, -1.2

Entries by screen from above:
Nos. 1 to 5 in NadD block: 0, -5, -2, -7, 0
Nos. 1 to 5 in LMPTP block: 0.0, -4.4, -0.4, -0.6, -1.8
Nos. 1 to 5 in SUMO1 PPI mod: -3, 6, 2, -2, 2

In a second layout: 2 of the compounds above
5) O=C(NCCCc1ccccc1)c1cccc(NC(=O)C2CCC2)c1
6) Cn1c(=O)n(C)c2cc(NS(=O)(=O)c3ccc(Cl)s3)ccc21

screen / no.,5,6
CSN deneddyl inh,-1,-10
TbMetRS inhib,-0.2,-0.7
SUMO1 PPI mod,2,0
STEP inh,-3,-1
MsrA inhibitor,-1.0,0.7
NadD block,0,-2
Scp-1 inhibitor,0,7
DNMT1 block,-1,1
Rpn11 inh,i,i
LMPTP block,-1.8,2.6

Later entries:
Values in the order – CSN deneddyl inh, TbMetRS inhib, SUMO1 PPI mod, STEP inh, MsrA inhibitor, NadD block, Scp-1 inhibitor, DNMT1 block, Rpn11 inh, LMPTP block
31) COCCNC(=O)C1CCCN(Cc2ccc(Cl)cc2)CC1 (configuration not stated)
  2, 0.0, 2, 0, 0.3, 0, nt, 0, i, -1.1
32) COc1ccc(NC(=O)CCCC2CCCCC2)cc1S(=O)(=O)N1CCCCC1
  -15, -0.6, -11, 1, 1.0, 2, -2, -2, i, 1.1
33) CC1(C)CC(=O)c2c(O)cc(OCC(=O)N3CCN(c4ccccc4)CC3)cc2O1
  2, 0.3, 6, 1, 1.0, -1, 18, -2, i, 0.7
34) COc1ccc(CC(C#N)(CO)c2nc3ccccc3[nH]2)cc1 (configuration not stated)
  -11, 0.2, 3, -3, -1.5, 0, 2, 8, i, -2.2
35) Cc1ccc(C(=O)NCCc2nnc(SCC(=O)Nc3nc(-c4ccccc4)cs3)n2C)cc1
  2, 0.2, -1, 2, -0.1, 4, -3, 9, i, -1.2
36) CC(C)c1ccc(N(CCc2ccccn2)C(=O)C(C)(C)C)cc1
  0, -0.6, -2, -2, -0.5, 10, -3, -1, i, 1.3
37) O=C(CCC(=O)c1ccccc1)NC1CCCN(Cc2ccccc2F)C1 (configuration not stated)
  5, -1.1, 7, -1, 1.0, -5, -2, 2, i, -2.3
38) COC(=O)C1=C(C)NC(=O)NC1c1cc(Cl)ccc1OC (configuration not stated)
  1, -0.8, 0, 2, 1.2, 1, 6, 2, i, -1.0
39) O=C(NCc1ccccc1)C1CCCN1S(=O)(=O)c1ccc(F)cc1 (configuration not stated)
  0, -0.1, 0, 5, 0.6, -5, -10, 1, i, -2.7
40) CCOC(=O)c1c(NC(=O)Cc2cccs2)sc(C)c1C
  1, -0.6, 4, 7, 0.2, 4, -5, -1, i, 4.0
41) CCN1CCN(Cc2ccc(NC(=O)c3ccc(C)c(NC(=O)C[C@@H]4NC(=O)[C@H](Cc5ccccc5)NC4=O)c3)cc2C(F)(F)F)CC1
  -3&5, -0.1&-0.4, 1&1, 2&4, 0.7&0.6, -9&-4, -7, -8&2, i, -2.6&-2.3
42) CO/C([O-])=N/c1c[n+](-c2ccc(C)cc2)no1
  -3, -0.2, -21, 1, 1.9, 2, -5, -2, i, 0.1
43) CCCOc1ccc(Oc2nc(-c3ccncc3)nc3ccccc23)cc1
  1, -0.6, -5, 0, -1.0, 2, 7, 5, i, 3.2
44) Cc1cccc(NC(=O)CN(C)S(=O)(=O)c2cccs2)c1
  1, -0.9, 1, 2, -0.6, -1, -4, 4, i, -1.3

One compound at a time, from the list above. Order of screens: CSN deneddyl inh, TbMetRS inhib, SUMO1 PPI mod, STEP inh, MsrA inhibitor, NadD block, Scp-1 inhibitor, DNMT1 block, Rpn11 inh, LMPTP block
`O=C(CCC(=O)c1ccccc1)NC1CCCN(Cc2ccccc2F)C1` (configuration not stated) across the screens: 5, -1.1, 7, -1, 1.0, -5, -2, 2, i, -2.3
`COC(=O)C1=C(C)NC(=O)NC1c1cc(Cl)ccc1OC` (configuration not stated) across the screens: 1, -0.8, 0, 2, 1.2, 1, 6, 2, i, -1.0
